CXXC DNA block – qHTS Fluorescence Polarization Assay for Inhibitors of MLL CXXC domain - DNA interaction. Histone-lysine N-methyltransferase 2A (Homo sapiens), Q03164. MLL-CXXC / FITC-HOXA9 DNA fluorescence polarization. Potency, µM (titrated, usually from 115 µM), for the others: top-dose activity change, negative = inhibition, actives largely listed as inhibitors. hit rate 0.037% among 290,000; active = well fitted inhibition curve with a large enough effect in the polarisation, with a control signal flat, not every such curve was filed as active; inconclusive = small, poorly fitted or top-dose-only effect, or effect the other way, or a change in a side signal; inactive = no such curve, though single readings can be large or run the other way; the % refers to the polarisation; also: potency is read from the fitted curve at half-maximal effect
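Purified MLL-CXXC (added from a 7 uM solution) was preincubated 5 min at ambient with pinned compounds in 50 mM Tris-HCl pH 7.5, 50 mM NaCl, 1 mM DTT, 0.05% BSA. Fluorescein-labeled HOX-A9 DNA (50 nM solution) followed, 30 min, then polarization read.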
A-T KAP1 phos – qHTS Assay for Identifying a Potential Treatment of Ataxia-Telangiectasia; Potency, µM (series often up to 57.5 µM), for inactives: at the top dose activation, usual class: activators; hit rate 0.19% among 320,000; […] A-T fibroblasts, KAP-1 phosphorylation AlphaLISA; neocarzinostatin DNA damage 30 min before lysis; also: potency is read from the fitted curve at half-maximal effect; % of control where 0% means no effect; nearly all actives have a fitted effect of over 45% in size
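ATM-like activity read as KAP-1 phosphorylation via AlphaLISA donor/acceptor antibody pairs after lysis and 6 hr at 25C. Cells were ATM-null patient fibroblasts ([…], hTERT), dosed 60 min, then exposed to the DSB inducer NCS for 30 min.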
Integrin act MD – qHTS for Activators of Integrin-Mediated Alleviation for Muscular Dystrophy; alpha7betagal myoblasts, beta-gal FDG fluorescence, 48 h; AID 624291, 2012; hit rate 0.064% among 350,000; Potency, µM (highest dose often 38.3 µM), for inactives: top-dose activation, actives largely listed as activators;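 also: potency is read from the fitted curve at half-maximal effect; 100% = response of the positive control SU9516; nearly all actives have a fitted effect of over 60% in size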
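alpha7betagal+/- myoblasts (passage 13, 250/well) treated 48 h at 37C with compounds at 1:260 dilution of DMSO stock. Lysed, then beta-galactosidase activity read as FDG fluorescence (ex 480/em 540) after 30 min, with pre-read for autofluorescence.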
BRCA1 expr act – qHTS Assay to Identify Small Molecule Activators of BRCA1 Expression; MCF7-BRCA1-FFLuc reporter, luminescence, 48 h; response scale: scaled: vehicle 0%, 10 µM genistein 100%; Potency, µM (titrated, usually from 46.1 µM), for the others: at the top dose activation, most hits filed as activators; hit rate 1.1% among 380,000; also: potency is read from the fitted curve at half-maximal effect; nearly all actives have a fitted effect of over 80% in size; some results filed as inactive show a strong effect at the top dose
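MCF7-BRCA1-FFLuc cells, 2000/well in phenol-red-free MEM, attached 2 h then treated 48 h at 37 C. Luciferase luminescence read 15 min after reagent; normalized to genistein maximum activation (10microM) and DMSO, concentration-response fitted.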
B2AR arrestin – qHTS assay of beta-arrestin-biased ligands of beta2-adrenergic receptor; Potency, µM (doses to about 46.1 µM), without a hit: at the highest dose activation, actives largely listed as activators; hit rate 0.02% among 330,000; AID 492947, 2010; beta-arrestin recruitment to beta2AR, cell-based reporter;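 also: potency is read from the fitted curve at half-maximal effect; 0% = DMSO controls and full agonism = EC100 isoproterenol or metaproterenol; nearly all actives have a fitted effect of over 65% in size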
Target sequence (P07550 whole entry, looked up): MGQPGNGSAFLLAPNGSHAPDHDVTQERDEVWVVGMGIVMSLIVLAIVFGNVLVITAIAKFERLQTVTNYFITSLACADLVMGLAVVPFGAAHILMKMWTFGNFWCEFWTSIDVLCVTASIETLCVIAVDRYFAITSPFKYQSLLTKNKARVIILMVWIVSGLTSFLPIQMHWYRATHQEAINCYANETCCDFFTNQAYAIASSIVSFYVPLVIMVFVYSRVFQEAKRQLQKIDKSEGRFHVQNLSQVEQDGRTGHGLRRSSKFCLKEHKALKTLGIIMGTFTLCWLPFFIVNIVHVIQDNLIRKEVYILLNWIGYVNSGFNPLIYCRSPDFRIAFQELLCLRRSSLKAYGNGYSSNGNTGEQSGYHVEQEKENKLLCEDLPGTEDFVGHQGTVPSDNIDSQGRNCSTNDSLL
TRPV1 ag – HTS Assay for Compounds that Act as Agonists of the Vanilloid Receptor 1 | hit rate 0.19% among 320,000 | Transient receptor potential cation channel subfamily V member 1 (Homo sapiens), Q8NER1 | activation, % at 8.33 µM | AID 540275, 2011 | TRPV1-expressing cells, Fluo-8 calcium influx, agonist mode; in the data active = activation above about 80%; inconclusive = between about 30% and that limit; also: 0% is about no effect
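Cells expressing TRPV1 were dye-loaded with Fluo-8 and read kinetically: 10 s baseline, 3 min after compound (agonist portion), then 2 min after EC20 capsaicin (allosteric enhancer portion). Calcium-bound dye fluorescence at 480/520 nm.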
ELG1 DNA repair – qHTS screen for small molecules that inhibit ELG1-dependent DNA repair in human embryonic kidney (HEK293T) cells expressing luciferase-tagged ELG1; HEK293T ELG1-luciferase reporter, luminescence, 16 h; DNA damage induced by 5-fluorouridine; Potency, µM (doses to about 46.1 µM), without a hit: at the top dose activity change, negative = inhibition, usual class: inhibitors; hit rate 2.3% among 330,000; also: potency is read from the fitted curve at half-maximal effect; % is scaled to controls: 0 for no effect and ±100 for the full control effect; nearly all actives have a fitted effect of over 55% in size
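5-Fluorouridine DNA damage + compound/DMSO, 2,000 cells/well, 16 h, 37 °C/5% CO2. ONE-Glo, 30 min RT, luminescence. Readout = decrease in reporter signal.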
PTAP TSG101 blk – qHTS Assay for Iinhibitors of HIV-1 Budding by Blocking the Interaction of PTAP/TSG101; Tumor susceptibility gene 101 protein (Homo sapiens), Q99816; Fluorescence polarization, FITC-PTAP peptide / Tsg101 binding; Potency, µM (top dose mostly 115 µM), inactives show at the top dose activity change, negative = inhibition, most hits filed as inhibitors; 340,000 tested, under 10 active; AID 493005, 2010; active = well fitted inhibition curve with a large enough effect in the main read-out, with a control signal flat, not every such curve was filed as active; inconclusive = small, poorly fitted or top-dose-only effect, or effect the other way, or a change in a side signal; inactive = no such curve, though single readings can be large or run the other way; also: potency is read from the fitted curve at half-maximal effect; % of control where 0% means no effect
Target sequence (Q99816 whole entry, looked up): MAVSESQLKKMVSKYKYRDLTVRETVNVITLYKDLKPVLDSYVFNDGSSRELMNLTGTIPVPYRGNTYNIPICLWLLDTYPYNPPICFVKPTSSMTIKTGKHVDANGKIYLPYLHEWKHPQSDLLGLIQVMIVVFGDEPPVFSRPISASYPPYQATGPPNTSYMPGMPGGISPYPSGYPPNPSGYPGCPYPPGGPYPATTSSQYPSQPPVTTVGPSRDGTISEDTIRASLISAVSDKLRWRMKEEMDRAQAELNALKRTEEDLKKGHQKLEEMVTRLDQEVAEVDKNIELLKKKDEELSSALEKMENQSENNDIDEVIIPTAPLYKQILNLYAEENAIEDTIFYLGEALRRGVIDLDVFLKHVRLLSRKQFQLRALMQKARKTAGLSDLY
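Compounds were pin-transferred onto Tsg101 binding domain (10 uM final) in HEPES pH 7.5 buffer, then FITC-PTAP peptide was added at 50 nM final. After 20 min at RT, polarization reported peptide displacement across a qHTS concentration series.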
p53 reactivator – qHTS assay for re-activators of p53 using a Luc reporter; H1299 p53-A138V BP100-luciferase reporter, luminescence, 24 h; Potency, µM (highest dose often 92.2 µM), inactives show at the highest dose activity change, positive = activation, hits mostly activators; hit rate 0.063% among 320,000; also: potency is read from the fitted curve at half-maximal effect; % of control where 0% means no effect; nearly all actives have a fitted effect of over 45% in size
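p53-null H1299 cells stably carrying temperature-sensitive p53-A138V and a BP100-luciferase reporter were pinned with compounds (4-point, 1:5 series) and held 24 hrs at 37 deg C. Luminescence was read 10 min after detection reagent.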
TCR act – Activators of T cell receptors: qHTS campaign; AID 504894, 2011; Potency, µM (series often up to 9.22 µM), without a hit: at the highest dose activation of IL-2 secretion, actives largely listed as activators; 330,000 tested, under 10 active; primary human leukocytes, anti-CD3, IL-2 HTRF, 48 h; also: % of control where 0% means no effect
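1) Mix primary human leukocytes, a-CD3 beads and compound. 2) Incubate 48 hr. 3) Add HTRF IL-2 reagents (a-IL-2-K, a-IL-2-d2).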
* = called active by the depositor; u = inconclusive; x = no result given; [ ] = another dose, or the depositor's remark. Unless noted, calls follow the shape of the dose curve; as a rule, active = well fitted curve in the direction sought with a large enough effect; inconclusive = small, poorly fitted or top-dose-only effect, or another doubt; inactive = no such curve, though single readings can be large; an effect the other way counts as inactive or inconclusive.

SMILES	CXXC DNA block	A-T KAP1 phos	Integrin act MD	BRCA1 expr act	B2AR arrestin	TRPV1 ag	ELG1 DNA repair	PTAP TSG101 blk	p53 reactivator	TCR act
COc1ccccc1N1CCN(CC(=O)Nc2cc(C)nn2-c2nc(C)cc(C)n2)CC1	x	x	-30%	-28%	x	x	x	0%	x	2%
Cn1c(N)c(C(=O)COC(=O)c2cc(-c3ccccc3)nc3ccccc23)c(=O)n(Cc2ccccc2)c1=O	30%	-14%	17%	-12%	-0.6%	7	10%	2%	-5%	-4%
COc1ccc(CNC(=O)c2noc3c2CCCCC3)cc1	-4%	u	16%	u	0.1%	-3	u	-6%	8%	2%
Cc1ccc(-c2nnc3n2N=C(c2ccccc2)CS3)cc1	0%	7%	0%	8%	0.0%	u	-4%	-2%	5%	-6%[46.1 µM]
COc1ccc(OC)c(-c2csc(N(C)C(=O)c3ccco3)n2)c1	16%	8%	u	-1%	-0.3%	21	-12%	-7%	x	-5%
Cc1ccc(CC(=O)NC2CCN(Cc3ccccc3)CC2)cc1	-15%	6%	27%	-5%	0.0%	5	-11%	0%	6%	x
CC(Oc1ccccc1)C(=O)N1CCN(c2ncccn2)CC1 (configuration not stated)	x	-5%	10%	9%	-0.9%	0	0%	-4%	-9%	8%
NS(=O)(=O)c1ccc(N2N=C(c3ccccc3)CC2c2ccccc2)cc1 (configuration not stated)	-2%	25%	-29%	-34%	0.0%	2	u	2%	-6%	2%[46.1 µM]
COc1cccc(N2CCN(C(=O)/C=C/c3ccco3)CC2)c1	0%	-4%	-16%	4%	13%	14	10%	0%	5%	-6%
NS(=O)(=O)c1cnccc1Nc1cccc(F)c1	x	x	4%	0%	x	x	x	-1%	x	0%
COc1ccc(N2C(=O)c3ccccc3NC2(C)C)cc1	2%	1%	u	10µM*	0.3%	-2	u	0%	u	4%
CSc1ccc(S(=O)(=O)N2CCC(C(=O)NCCN3CCOCC3)CC2)cc1	-14%	11%	18%	-14%	-0.6%	-3	3%	-3%	-1%	1%
O=C(CCN1CCN(c2ccccc2)CC1)Nc1nccs1	0%	-1%	-20%	2%	-0.2%	5	0%	-6%	19%	6%
CC1(C)CC(C(CC(=O)N2CCCC2)Cc2ccccc2)CCO1 (configuration not stated)	-4%	1%	-23%	-19%	-0.6%	u	15%	-2%	1%	-9%
CCc1ccc(-c2nc(CN3CCC(C(=O)NCCc4ccc(OC)c(OC)c4)CC3)c(C)o2)cc1	-6%	-4%	-50%[inhibitor]	-38%	-0.4%	3	-29%	-2%	1%	-2%
COc1cccc(C(=O)O/N=C(\C)c2cnccn2)c1	34%[activator]	0%	0%	0%	-0.2%	0	9%	-4%	2%	0%
CCOC(=O)c1cnc2c(C)c(Cl)ccc2c1N1CCN(CC)CC1	10%	7%	-40%	-5%	-0.3%	17	x	-8%	-69%[inhibitor]	x
Nc1c(-c2ccccc2)nnn1Cc1ccccc1	x	x	u	28%	x	x	x	0%	x	-2%
COc1ccc(OCCNc2c([N+](=O)[O-])c(=O)oc3ccccc23)cc1	-14%	-2%	-5%	-20%	0.0%	-2	-3%	-7%	-3%	0%
COc1ccc(-c2ccc(C(=O)C3CC3)cc2)cc1	11%	7%	2%	u	-0.9%	-4	u	1%	u	-5%

Entries from the list above with four or more nitrogen atoms:
SMILES	CXXC DNA block	A-T KAP1 phos	Integrin act MD	BRCA1 expr act	B2AR arrestin	TRPV1 ag	ELG1 DNA repair	PTAP TSG101 blk	p53 reactivator	TCR act
COc1ccccc1N1CCN(CC(=O)Nc2cc(C)nn2-c2nc(C)cc(C)n2)CC1	x	x	-30%	-28%	x	x	x	0%	x	2%
Cn1c(N)c(C(=O)COC(=O)c2cc(-c3ccccc3)nc3ccccc23)c(=O)n(Cc2ccccc2)c1=O	30%	-14%	17%	-12%	-0.6%	7	10%	2%	-5%	-4%
Cc1ccc(-c2nnc3n2N=C(c2ccccc2)CS3)cc1	0%	7%	0%	8%	0.0%	u	-4%	-2%	5%	-6%[46.1 µM]
CC(Oc1ccccc1)C(=O)N1CCN(c2ncccn2)CC1 (configuration not stated)	x	-5%	10%	9%	-0.9%	0	0%	-4%	-9%	8%
O=C(CCN1CCN(c2ccccc2)CC1)Nc1nccs1	0%	-1%	-20%	2%	-0.2%	5	0%	-6%	19%	6%
Nc1c(-c2ccccc2)nnn1Cc1ccccc1	x	x	u	28%	x	x	x	0%	x	-2%

The list goes on.
SMILES	CXXC DNA block	A-T KAP1 phos	Integrin act MD	BRCA1 expr act	B2AR arrestin	TRPV1 ag	ELG1 DNA repair	PTAP TSG101 blk	p53 reactivator	TCR act
Brc1ccc(-c2nnc3ccc(N4CCN(c5ccccc5)CC4)nn23)cc1	-10%	0%	5%	15%	0.0%	2	16%	-2%	-3%	x
CCCCCC(=O)NNC(=S)NC(=O)c1ccc([N+](=O)[O-])cc1	46%[activator]	-2%	17%	25%	-0.9%	-3	u	-2%	-1%	x
Cc1sc2ncnc(NCc3cccnc3)c2c1C	-16%	-1%	-11%	-33%	-0.9%	4	u	0%	-2%	x
COc1ccc(N/C=C\C(=O)c2ccc(C)cc2)cc1OC	9%	-2%	0%	u	-0.2%	-3	u	37%[activator]	-1%	-4%
COc1cc(C2c3cc4c(cc3OC(NNC(N)=S)C2C)OCO4)cc(OC)c1OC (configuration not stated)	x	x	6%	-84%	x	x	x	-1%	x	0%
Cc1ccc(NC(=O)CN(C)C(=O)CSc2nnnn2C)cc1	u	11%	19%	1%	-0.2%	-1	u	-9%	-2%	10%
Cc1ccc(CNc2oc(COc3ccccc3Cl)nc2C#N)cc1	5%	-2%	-27%	2%	0.2%	21	7%	-3%	-11%	-2%
COC(CN(C)C(=O)c1ccc2c(c1)NC(=O)c1ccccc1S2)OC	13%	0%	22%	-17%	0.3%	2	-2%	0%	-1%	-3%
CN(C)CCCn1cnc2c1c(=O)[nH]c(=O)n2Cc1ccccc1	11%	-14%	u	7%	0.2%	1	7%	-1%	-4%	-1%
Cc1cc(=O)[nH]c(SCC2COC3(CCCCC3)O2)n1 (configuration not stated)	-1%	-6%	0%	7%	-0.3%	4	10%	-4%	2%	-5%
Cc1cccnc1NC(=O)c1cccc(S(=O)(=O)N2CCCc3ccccc32)c1	22%	3%	6%	-25%	-0.7%	8	u	-3%	-20%	-3%
COc1ccc(C(=O)c2oc3ccc(OC)cc3c2NC(C)=O)cc1	-1%	0%	8%	-4%	0.1%	12	6%	-2%	17%	-4%
Cc1nn(CC(=O)N2CCc3ccccc32)c(C)c1S(=O)(=O)NC(C)(C)C	x	6%	-1%	-24%	-0.3%	x	-19%	-2%	-1%	-9%
O=C(CSc1nnc(NC(=O)C2CC2)s1)NCc1ccc(F)cc1	-1%	-1%	1%	-13%	-0.4%	-2	-6%	x	3%	0%
O=C(CSc1nnnn1-c1ccc(Cl)cc1)N1CCc2ccccc2C1	-1%	11%	-14%[7.66 µM]	-21%	-0.9%	u	1%	-12%	-5%	x
CCOc1ccc(/C(O)=C2/C(=O)C(=O)N(c3nc(C)c(C)s3)C2c2ccco2)cc1 (configuration not stated)	-5%	5%	-8%	-8%	0.2%	-2	u	-4%	10%	7%
Cc1ccnc(NC(=O)CC(c2ccccc2)c2ccccc2)n1	7%	2%	0%	-54%	-0.3%	4	-12%	-3%	-4%	-2%
Cn1c2ccccc2c2ncn(CCC3=CCCCC3)c(=O)c21	-7%	4%	3%	10µM*	0.8%	u	u	-1%	u	-2%
CC1CCC2(CC1)Nc1ccccc1C(=O)N2c1ccccc1 (configuration not stated)	3%	x	9%	u	-0.5%	0	u	-3%	16%	5%
O=C(Cn1nnc(-c2cccs2)n1)NCc1cccs1	1%	6%	22%	-1%	0.2%	5	5%	-3%	-1%	-2%
CCCc1nc2sc3c(c2c(=O)n1NC(=O)c1ccco1)CC(C)(C)OC3	-2%	2%	13%	-29%	-0.7%	1	0%	0%	-5%	-3%[46.1 µM]

Compound activity: PubChem, National Center for Advancing Translational Sciences (NCATS)
